Assay outcomes: PubChem, The Scripps Research Institute Molecular Screening Center
TAAR1 antag: antagonists of human TAAR1. Q96RJ0. CHO RD-HGA16 TAAR1, Fluo-8 calcium fluorescence, antagonist. inhibition, % at 3 µM. 1.5% of 360,000 active;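 active = inhibition above a per-plate cutoff, the mean inhibition of test compounds on that plate plus 3 SD, cut at about 49% in these data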;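 note: 0% = DMSO plus EC80 beta-PEA response and 100% = DMSO alone without agonist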
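Assay system: CHO-derived RD-HGA16 cells stably expressing human TAAR1 plus Gα16. Timing: 140 s kinetic read after compound, 140 s after agonist. Technique: kinetic Fluo-8 calcium fluorescence measurement. Measure: % inhibition of agonist calcium response.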
CHO parental Ca: counter-screen for OX1R antagonists: effect in parental CHO cells; parental CHO-K1, ATP-induced calcium, Fluo-8 fluorescence; inhibition, % at 5.6 µM; 0.63% of 330,000 active;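 active = inhibition above that plate's mean sample inhibition plus 3 SD, cut at about 26% in these data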;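 note: 0% = ATP-challenged DMSO wells and 100% = DMSO wells without ATP; some compounds past the cut are filed as inactive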
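Assay system: parental CHO cells; Read-out basis: percent inhibition of ATP-evoked calcium rise, normalized to controls; Benchmarks: ATP and no-ATP DMSO wells; Compound dosing: single nominal dose of 5.6 µM per compound; Signal: Fluo-8 calcium dye fluorescence; Also added: ATP as calcium-mobilizing challenge; Repeats: singlicate.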
OXTR potentiator: potentiates the human oxytocin receptor response. P30559. CHO-OTR cells, Fluo-8 calcium fluorescence, potentiator mode; 0% = oxytocin EC15, 100% = EC100. activation, % at 3 µM. 0.061% of 320,000 active;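 active = activation above that plate's cutoff, the mean activation of tested compounds plus 3 SD, cut at about 6.6% in these data, passing the limit was not always enough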;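 note: 100% uses oxytocin at 75 nM as the full agonist control; some results filed as inactive read as strong as hits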
Target sequence (P30559 whole entry, looked up): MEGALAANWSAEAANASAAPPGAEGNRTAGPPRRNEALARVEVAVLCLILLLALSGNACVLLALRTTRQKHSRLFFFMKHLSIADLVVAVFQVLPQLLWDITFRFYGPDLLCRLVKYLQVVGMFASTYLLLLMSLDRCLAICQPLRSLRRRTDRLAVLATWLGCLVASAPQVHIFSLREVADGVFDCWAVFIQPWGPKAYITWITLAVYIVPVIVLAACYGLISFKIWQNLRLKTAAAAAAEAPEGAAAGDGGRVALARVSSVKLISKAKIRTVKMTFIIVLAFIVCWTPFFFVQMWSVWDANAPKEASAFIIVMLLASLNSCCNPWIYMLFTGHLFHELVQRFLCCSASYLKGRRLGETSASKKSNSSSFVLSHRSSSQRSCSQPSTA
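Material: CHO-OTR cells, human receptor; compound dosing: single dose, 3.0 µM nominal final compound concentration; schedule: 6 min compound pre-incubation at room temperature, 100 s kinetic read; measured by: kinetic Fluo-8 calcium fluorescence; read-out basis: % activation vs EC15 and EC100 oxytocin; controls: EC15 oxytocin alone as 0%, 75 nM oxytocin as 100%; replicates: singlicate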
M1 PAM parental: counter-screen for M1 PAMs: effect in parental CHO-K1 cells; activation, % at 3 µM; ATP EC20, Fluo-8 calcium fluorescence; 0% at ATP EC20, 100% at ATP max; 0.02% of 360,000 active;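 active = activation above the run cutoff, the mean activation of all test compounds plus 3 SD, cut at about 40% in these data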;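 note: peak over basal fluorescence ratio in a 140 s read after ATP addition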
TAAR1 ag: human TAAR1 agonism; activation, % at 3 µM; AID 624467; 0.99% of 360,000 active; Q96RJ0; CHO RD-HGA16 TAAR1, Fluo-8 calcium fluorescence; vehicle wells 0%, saturating PEA agonist 100%;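 active = activation above the mean activation of all test compounds in the run plus 3 SD, cut at about 38% in these data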
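Repeats: no replicates (n 1) | Material: CHO-derived RD-HGA16 cells with stable Gα16 and human TAAR1 | Technique: Kinetic Fluo-8 calcium fluorescence | Schedule: 17-24 h seeding, 75 min 37 °C dye, 30 min RT | Evaluation: % activation from peak over basal fluorescence ratio, DMSO-to-PEA scaled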
CHO-K1 Ca ag: nonselective activator or artifact in parental CHO-K1 cells | Fluo-8 calcium fluorescence; scaled to maximal ATP response, vehicle zero | activation, % at 3 µM | 0.48% of 360,000 active | AID 602248; in the data active = activation above about 15%;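 note: untransfected CHO-K1 host cells lacking M1 receptor as counterscreen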
CHRM1 antagonist: human CHRM1 antagonism. P11229. inhibition, % at 3 µM. 1.3% of 360,000 active. CHO-K1 hM1, Fluo-8 calcium fluorescence, ACh EC80 antagonist;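 active = percent inhibition above its own plate's cutoff, namely the mean of that plate's compound wells plus 3 SD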;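 note: peak over basal fluorescence ratio during 140 s after agonist addition; 0% = ACh EC80 plus DMSO and 100% = DMSO alone without agonist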
Target sequence (P11229 whole entry, looked up): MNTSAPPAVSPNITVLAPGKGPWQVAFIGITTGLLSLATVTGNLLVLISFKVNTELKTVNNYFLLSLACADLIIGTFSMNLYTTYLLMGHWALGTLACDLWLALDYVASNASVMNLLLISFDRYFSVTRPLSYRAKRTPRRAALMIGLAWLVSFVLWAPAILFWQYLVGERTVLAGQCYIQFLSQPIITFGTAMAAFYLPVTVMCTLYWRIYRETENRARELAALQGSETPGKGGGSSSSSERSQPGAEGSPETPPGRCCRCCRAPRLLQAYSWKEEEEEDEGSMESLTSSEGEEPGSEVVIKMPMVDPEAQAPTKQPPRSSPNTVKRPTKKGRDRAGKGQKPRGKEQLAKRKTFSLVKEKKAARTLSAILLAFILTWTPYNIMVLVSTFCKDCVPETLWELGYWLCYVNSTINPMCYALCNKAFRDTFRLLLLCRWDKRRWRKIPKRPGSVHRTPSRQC
CHO-K1 Ca antag: M1 antagonist counterscreen hit in parental CHO-K1 cells | 0.6% of 360,000 active | inhibition, % at 3 µM | AID 602250 | ATP-induced calcium, Fluo-8 fluorescence;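 active = inhibition above a per-plate cutoff, the plate's mean sample inhibition plus 3 SD, cut at about 24% in these data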;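 note: 0% = DMSO plus EC80 ATP and 100% = DMSO alone without ATP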
CHRM1 agonist: activates human CHRM1 receptor; 0.33% of 360,000 active; AID 588814; P11229; activation, % at 3 µM; CHO-K1 hM1, Fluo-8 calcium fluorescence, agonist mode; 0% DMSO, 100% acetylcholine EC100;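 active = activation above the run's mean compound activation plus 3 SD, cut at about 16% in these data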;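 note: peak over basal fluorescence ratio within a 140 s kinetic read after compound addition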
Starred values were filed as active, the others as inactive; . = no result given.

Values run as follows: TAAR1 antag, CHO parental Ca, OXTR potentiator, M1 PAM parental, TAAR1 ag, CHO-K1 Ca ag, CHRM1 antagonist, CHO-K1 Ca antag, CHRM1 agonist
CCOC(=O)c1sc(NC(=O)CSc2nnnn2-c2ccc(C)cc2C)nc1C
  -4, 2, -8, 24, 4, 0.4, -7, -8, -2
COc1ccc(N2CCN(S(=O)(=O)CCNC(=O)c3ccc4c(c3)OCO4)CC2)cc1
  -10, -19, -7, 14, 5, 5.9, -8, -7, 1
Cn1nc(C(C)(C)C)cc1C(=O)N1CCCC(c2cc(C(=O)Nc3ccccc3Cl)no2)C1 (configuration not stated)
  34, ., ., 12, 1, 4.8, -5, -8, -3
CC(C)(C)c1cc2nc(NCCOc3ccccc3)ccn2n1
  -23, ., ., -7, 4, 0.6, -8, 4, -1
COc1ccc(OC)c(C(O)c2nc3ccccc3n2C)c1 (configuration not stated)
  -9, -4, -3, 4, 10, 0.1, -8, -7, -2
O=C1/C(=C/c2ccc(F)c(F)c2)CSc2sccc21
  3, -32, 0, 15, 0, 0.4, -40, -12, -5
O=C(CCCOc1ccccc1)Nc1nccs1
  9, -2, -2, 12, 2, -0.2, 2, -1, 0
O=c1[nH]c2ccccc2n1C1=CCCC1
  2, -13, -12, 23, 8, 0.5, -27, -11, -4
O=C1NN=C2CCCCCCC12 (configuration not stated)
  -10, ., ., 9, 5, 0.3, 98*, -1, -7
Cc1cc(Oc2ccc(-c3ccccc3)cc2)n2ncnc2n1
  8, -8, -10, -4, 2, 0.9, -11, -5, -1
O=C(Oc1ccc2ccc(=O)oc2c1)N1CCOCC1
  -18, 4, 1, -3, 6, -0.1, 10, 10, -4
CCN(c1ccccc1)S(=O)(=O)c1ccc(OC)c(NC(=O)COc2ccc(C(C)=O)cc2)c1
  14, -12, -7, -2, 3, 0.6, -13, -6, -2
COc1c(/C=N/NC(=O)[C@H]2C[C@@H]2c2ccccc2)c(CCN(C)C(C)=O)cc2c1OCO2
  -3, -16, -1, -18, 3, 1.3, -11, 4, -4
O=C(CN(c1ccc(F)cc1)S(=O)(=O)c1ccc2c(c1)OCCO2)N1CCOCC1
  -3, -6, -2, 23, 4, 2.1, -9, -5, 0
Cc1ccc(NC(=O)CN(C)S(=O)(=O)c2cccc3nsnc23)cc1
  -3, 0, -8, 20, 10, 3.0, -9, -18, -3
COc1ccc(C2NCCc3c2[nH]c2ccccc32)cc1CSc1nc2ccccc2s1 (configuration not stated)
  0, 27, -7, 9, 15, -0.1, 20, -1, -2
CSc1ccccc1OCc1cc(C(=O)N(C)Cc2ccc(C)o2)no1
  -16, 1, -24, 15, 0, 1.0, 5, -5, -4
O=C1CC(c2ccco2)CC(O)=C1C=Nc1ccc(Br)cc1 (configuration not stated)
  -6, -2, -12, 9, 7, 3.1, -31, -4, 1
Cc1ccc(-n2ncc3c(N4CCCC4)ncnc32)c(C)c1
  9, -2, 4, -8, 4, 0.0, 4, 14, -2
Cc1ccc(NC(=O)Nc2ccccc2)nc1
  -8, -10, -9, 26, 1, 0.9, -13, -12, -3
CCOC(=O)c1c(NC(=O)CN2C(=O)NC3(CCCC3)C2=O)sc(C)c1CC
  -42, -8, -7, 4, 29, 0.1, -15, -12, -2
COc1ccc(NC(=O)COC(=O)C2COc3ccccc3O2)cc1OC (configuration not stated)
  -2, ., ., 3, 6, -0.3, 0, 1, -1
CCn1c(Cc2ccc(OC)cc2)nnc1SCc1nc2ccccc2c(=O)[nH]1
  4, -16, 1, 9, 1, 0.6, -11, -11, -1
COc1ccc(-c2cnc3ncnn3c2N)cc1
  1, -6, 4, 27, 0, 1.1, -9, -10, -8
Cc1nc(N/N=C/c2cccc([N+](=O)[O-])c2)cc(N2CCCCC2)n1
  -12, ., ., -7, 2, 0.3, 0, -12, -2
Cc1ccc(C)c2sc(NC(=O)CN3C(=O)CCC3=O)nc12
  -14, -9, 0, -4, 5, 0.3, -11, 4, -1
Nc1nonc1-c1noc(CCCN2C(=O)c3ccccc3C2=O)n1
  3, 6, -14, 13, 3, 0.6, -2, -4, -4
Cc1cccc(C)c1NC(=O)N1CCC(n2cnc3ccccc32)CC1
  -11, -13, -12, 19, 3, 0.0, -7, -13, -5
COc1ccc(C(=O)NC2CC2)cc1OC1CCN(Cc2ccc(Cl)cc2)CC1
  ., -21, -9, 6, ., 0.9, -18, -10, -5
CCCN1CNC(=S)N(c2cc(C)ccc2C)C1
  -3, 9, 0, 23, 2, 0.8, -12, -16, -2
COc1ccccc1NC(=O)Cn1c2ccccc2c2nc3n(c(=O)c21)CCS3
  -1, -32, -8, -1, 3, -0.2, -5, 1, -2
COC(=O)c1sccc1NC(=O)c1sccc1C
  12, -9, 6, -2, 9, -0.4, -3, 3, 0
CCCc1cc(=O)[nH]c(SC(CC)C(=O)Nc2ccccc2C#N)n1 (configuration not stated)
  -6, -21, -5, 18, 12, 0.0, -3, -10, -4
COc1ccc(C(=O)CC(=O)C(=O)Nc2ccccc2C(F)(F)F)cc1
  73*, -20, -10, 2, 94*, 0.9, -18, -17, -3
COc1ccc(NC(=O)CSc2nnc(Cn3c(=O)sc4ccccc43)n2C)cc1OC
  -9, -8, 0, -1, 1, 0.2, -4, 8, -3
Cc1ccccc1Cn1nc(C)c(NC(=O)C2(C)CC2(Cl)Cl)c1C (configuration not stated)
  8, -9, -15, -5, 0, 0.7, 11, 1, -9
O=C(NCCN1CCOCC1)c1nn2c(c1Cl)NC(c1ccccc1)CC2C(F)(F)F (configuration not stated)
  4, -21, 2, 15, 5, 0.5, -8, -20, -3
O=C(Nc1ccc(S(=O)(=O)N2CCOCC2)cc1)c1ccc([N+](=O)[O-])s1
  -10, -2, 0, 19, 4, 1.5, -14, -3, 0
Cc1ccc(CCC(=O)Nc2ccc(Br)cc2)o1
  -3, ., ., 5, 4, 0.8, -6, -5, -6
CC1CC(C)CN(C(=O)COC(=O)c2cncc(Br)c2)C1 (configuration not stated)
  -15, 3, -9, -3, 7, -0.3, 1, -2, -3
O=C(NCCc1ccc(Cl)cc1)c1ccc2nc[nH]c2c1
  -3, -12, -7, 0, 6, 1.3, -6, 0, -4
CCn1c(SCC(=O)N(C)CC(=O)Nc2cccc(OC)c2)nnc1-c1ccco1
  -6, -9, 2, 15, 1, 1.2, -7, -9, 5
O=c1[nH]c(=S)[nH]nc1Cc1ccccc1
  -16, -5, -1, 11, 6, 0.1, 2, -2, -2
Cn1c(=O)n(Cc2ccccc2Cl)c2ccccc21
  5, -22, 4, -4, 9, -0.7, -12, 6, -8
CC(C)C[C@H]1CNC(=S)N1C[C@H]1CCCN1C[C@H](Cc1ccccc1)N1C[C@H](CC(C)C)N(CCc2ccccc2)C1=S
  -24, ., ., -4, 2, 0.0, 4, 3, -9
CCn1c(C)cc(/C=C2/SC(=O)N(CC(=O)N3CCCC3)C2=O)c1C
  -4, -12, -1, 7, 0, 0.9, -15, -11, -2
O=C1N[C@@H](Cc2ccccc2)C(=O)N2CCCC12 (some centres not stated)
  -25, -4, ., 16, 2, 0.6, 0, -8, -3
CC(C)COc1ccc(N)cc1OCC(C)C
  -1, -17, -7, 13, 4, -0.3, 5, -1, -6
CN(C(=O)Cn1cccc1C1=NC(c2ccccc2)CO1)c1ccccc1 (configuration not stated)
  6, -12, -7, 6, 7, 0.5, -4, -1, 0
CCCc1nnc(SCC(=O)N2CCOCC2)n1Cc1ccco1
  8, -5, -5, 22, 9, 0.3, -6, -11, -3
CCOC(=O)C(Cc1ccc(O)c([N+](=O)[O-])c1)N1C(=O)c2ccccc2C1=O (configuration not stated)
  0, ., ., 12, 2, 1.5, -8, -14, -1
Cc1ccccc1NC(=O)Cn1c(=O)n(-c2ccc(CC(=O)NCC3CCCO3)cc2)c(=O)c2ccccc21 (configuration not stated)
  -19, -9, -1, 22, 0, 0.5, -11, -15, -3
COc1cccc(OC)c1C(=O)Oc1ccc2c(c1)O/C(=C\c1ccncc1)C2=O
  53*, -20, -2, 17, 8, 2.1, 1, -13, -3
COc1ccc(C2/C=C\CN(C(=O)c3ccccc3)[C@H](Cc3ccccc3)C(=O)N2Cc2ccc(F)cc2)cc1 (some centres not stated)
  6, -20, -11, 15, 5, 0.8, 5, -12, -2
C#CCOCCOCCOCCNc1nc(N2CCN(C(=O)[C@H](C(C)C)n3cc(CCO)nn3)CC2)nc(N2CCN(C(=O)[C@H]([C@@H](C)CC)n3cc(CCCN=C(N)N)nn3)CC2)n1
  -6, -4, -1, -5, 3, 0.3, 1, 1, -11
CCCCSc1nc(O)c(Cc2ccccc2)c(=O)[nH]1
  -5, -6, -7, 34, 8, 1.0, -6, -17, -1
CCNC(=O)OCc1cn(-c2ccc(Cl)cc2)nn1
  4, -6, -6, -5, 10, 0.2, -5, 1, -8
C=CCn1c(SCC(=O)NCc2ccco2)nc2sc3c(c2c1=O)CCCC3
  -2, -17, -6, -7, 12, 0.1, 14, -15, -3
CN(CC1CCCO1)S(=O)(=O)c1ccc(C(=O)Nc2ccc3c(c2)OCO3)cc1 (configuration not stated)
  -7, -4, -12, 13, -1, 1.1, 2, 2, -7
Cc1cc(NC(=O)COC(=O)C2=COCCO2)c([N+](=O)[O-])cc1C
  -22, -20, -11, 7, 3, 0.3, -8, -9, -6

New compounds follow.
Values run as follows: TAAR1 antag, CHO parental Ca, OXTR potentiator, M1 PAM parental, TAAR1 ag, CHO-K1 Ca ag, CHRM1 antagonist, CHO-K1 Ca antag, CHRM1 agonist
Cc1c(Cl)cccc1Nc1nc(N)nc(CN2CCCCCC2)n1
  0, -14, -4, 15, 1, -0.1, -15, -6, -7
O=C(NCC1CCCO1)C(=O)NCC1CCCN1S(=O)(=O)c1ccccc1 (configuration not stated)
  -8, -5, -3, 8, 0, 0.3, 5, -2, -3
Cc1ccc(C)c(NC2=NC3(CCCCC3)N=C(N)N2)c1
  1, -7, -1, 7, 13, 0.0, 3, -6, -7
CCN1C(=O)S/C(=C/c2ccc(Oc3ccc([N+](=O)[O-])cn3)c(OC)c2)C1=O
  0, 1, -11, 27, 2, 0.9, -7, -9, -7
O=C1NCCCC1(c1ccccc1)c1ccccc1
  -10, ., ., 22, 1, 0.1, -6, -13, 0
NC(=O)c1cc2c(s1)-c1cc(Cl)ccc1SC2
  -23, -4, -10, 5, 1, 5.4, -3, -12, -4
O=C(NCc1ccccn1)C1CCN(S(=O)(=O)N2CCC3(CC2)OCCO3)CC1
  1, 15, 1, 17, 1, 0.7, 3, -6, -4
O=C(CN1C(=O)NC2(CCCCC2)C1=O)N1CCN(C(=O)c2cccs2)CC1
  -6, -1, -5, 5, 15, 0.6, -1, -7, -2
